Source: PubChem
MmCpn inh = Inhibitors of TCP-1 ring complex (TRiC) of Methanococcus maripaludis (MmCpn): qHTS; Chaperonin Mm-Cpn (Methanococcus maripaludis); purified Mm-Cpn ATPase, ADP Transcreener TR-FRET; Potency, µM (doses to about 76.9 µM), for the others: top-dose activity, negative = inhibition, actives largely listed as inhibitors; actives 0.031% (n = 330,000); further: potency means the concentration at half of the fitted maximal effect; on the % scale 0 is the no-effect control and ±100 the full control effect; nearly all actives have a fitted effect of over 80% in size
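TR-FRET (320 nm excitation; 590 and 665 nm emission) reports ADP made from 10 uM ATP by 25 nM enzyme; compounds were preincubated 10 min, reaction run 30 min, both at 37°C.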
GLP-1R inv ag = qHTS of GLP-1 Receptor Inverse Agonists (Inhibition Mode); Glucagon-like peptide 1 receptor (Homo sapiens), P43220; HEK293 GLP-1R CRE-luciferase, luminescence, 24 h; GLP-1R form is constitutively active; actives 1.6% (n = 410,000); Potency, µM (series often up to 38.3 µM), for inactives: top-dose activity change, negative = inhibition, hits mostly inhibitors; AID 624417, 2012; further: potency means the concentration at half of the fitted maximal effect; on the % scale 0 is the no-effect control and ±100 the full control effect; nearly all actives have a fitted effect of over 55% in size
Target sequence (P43220 whole entry, looked up): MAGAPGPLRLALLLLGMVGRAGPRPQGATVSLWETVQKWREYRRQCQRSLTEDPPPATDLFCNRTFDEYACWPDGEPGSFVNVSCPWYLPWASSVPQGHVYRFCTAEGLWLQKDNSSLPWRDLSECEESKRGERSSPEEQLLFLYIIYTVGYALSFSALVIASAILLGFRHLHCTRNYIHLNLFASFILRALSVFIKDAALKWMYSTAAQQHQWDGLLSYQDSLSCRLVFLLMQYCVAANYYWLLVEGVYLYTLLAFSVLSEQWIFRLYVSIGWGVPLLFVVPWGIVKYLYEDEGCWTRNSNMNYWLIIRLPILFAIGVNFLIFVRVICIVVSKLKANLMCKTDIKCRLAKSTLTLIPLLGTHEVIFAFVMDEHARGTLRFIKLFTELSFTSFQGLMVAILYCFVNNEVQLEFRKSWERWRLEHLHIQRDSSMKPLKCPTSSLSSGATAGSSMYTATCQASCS
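Inverse agonism was detected as reduced cAMP-driven luciferase luminescence after 24 h compound treatment. The cells were HEK293 clones expressing constitutively active human GLP-1R with the reporter. Reporter-only and GPR119 cell lines served as counterscreen controls.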
Abeta rescue = qHTS for compounds that reverse cellular toxicity of Amyloid beta (A-beta) peptide in yeast: Primary Screen. yeast expressing A-beta42, growth rescue, OD600, 48 h; response scale: 0% DMSO, 100% iron-clioquinol control. Potency, µM (doses to about 46.1 µM), inactives show top-dose growth rescue, actives largely listed as activators. actives 0.063% (n = 410,000). AID 1347071, 2019; further: potency means the concentration at half of the fitted maximal effect; nearly all actives have a fitted effect of over 55% in size
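Yeast growth medium received pinned compounds, then yeast cells expressing toxic A-beta were added; plates incubated at 30 C for 48 hr. Growth read as absorbance at 600 nm, normalized to DMSO and equimolar FeCl3 plus clioquinol controls.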
TDP43 rescue = qHTS of TDP-43 Inhibitors; TDP-43 expressing yeast growth rescue, BacTiter-Glo, 24 h; Potency, µM (doses to about 46.1 µM), inactives show top-dose growth rescue (activation), actives largely listed as activators; actives 1.8% (n = 410,000); AID 652104, 2013; further: potency means the concentration at half of the fitted maximal effect; % of control where 0% means no effect; nearly all actives have a fitted effect of over 50% in size
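Readout is BacTiter-Glo luminescence of cell growth, so inhibitors register as activators. TDP-43-expressing yeast at OD600=0.02 in galactose medium, after raffinose pregrowth to mid-log, were incubated with compound for 24 hr at 30 deg C.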
aSyn rescue = qHTS of alpha-syn Inhibitors; Potency, µM (doses to about 46.1 µM), inactives show top-dose growth rescue (activation), hits mostly activators; actives 0.14% (n = 370,000); AID 652106, 2013; Yeast expressing alpha-synuclein, growth rescue, BacTiter-Glo, 24 h; further: potency means the concentration at half of the fitted maximal effect; % of control where 0% means no effect; nearly all actives have a fitted effect of over 65% in size
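Screening used galactose-induced yeast with toxic alpha-synuclein levels, exposed to compound for 24 hr at 30 deg C. Cell growth, read with BacTiter-Glo luminescence, gave the measured signal.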
pAkt inh = HTS Assay for Inhibitors of Akt Phophorylation: Primary Screen. Neuro2A IGF-stimulated pAkt S473 HTRF, 20 min; hits give low values. activity change, % for hits at 50 µM. actives 0.32% (n = 360,000); in the data active means activity change below about -80%; inconclusive means mostly about -51% to -80%; further: on the % scale 0 is the no-effect control and ±100 the full control effect
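Neuro2A cells (4,500/well, DMEM with 0.5% FBS) were treated with compound at a single 50 µM final concentration, stimulated with 6 nM IGF for 20 min at 37 °C, and lysed. Phospho-Akt Ser473 was read by HTRF as 665/615 ratio ×10^4.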
FUS yeast rescue = qHTS for Suppressors of FUS Proteinopathy: Primary screen using FUS-linked yeast assay. S. cerevisiae FUS-expressing, growth rescue, OD600, 24 h. Potency, µM (top dose mostly 76.6 µM), inactives show at the top dose growth rescue (activation), hits mostly activators. actives 0.24% (n = 390,000);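 further: potency means the concentration at half of the fitted maximal effect; plate controls were DMSO vehicle for no effect and reference control for full effect; nearly all actives have a fitted effect of over 55% in size; some results filed as inactive show a strong effect at the top dose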
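Restored growth of FUS-toxic S. cerevisiae, read as 600 nm absorbance after 24 h at 30C in galactose medium (starting OD 0.005). Controls CP55940 and DMSO.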
PTHR1 agonist = qHTS for PTHR1 Agonists: Primary Screen | HEK293 GP2 PTHR1 cells, GloSensor cAMP luminescence, 1 h | Potency, µM (titrated, usually from 115 µM), for inactives: top-dose activation, most hits filed as activators | Parathyroid hormone/parathyroid hormone-related peptide receptor (Homo sapiens), Q03431 | AID 743266, 2014 | actives 0.075% (n = 410,000); further: potency means the concentration at half of the fitted maximal effect; nearly all actives have a fitted effect of over 55% in size; some results filed as inactive show a strong effect at the top dose; inactives centre near -15; many of its hits are not listed in these tables
Target sequence (Q03431 whole entry, looked up): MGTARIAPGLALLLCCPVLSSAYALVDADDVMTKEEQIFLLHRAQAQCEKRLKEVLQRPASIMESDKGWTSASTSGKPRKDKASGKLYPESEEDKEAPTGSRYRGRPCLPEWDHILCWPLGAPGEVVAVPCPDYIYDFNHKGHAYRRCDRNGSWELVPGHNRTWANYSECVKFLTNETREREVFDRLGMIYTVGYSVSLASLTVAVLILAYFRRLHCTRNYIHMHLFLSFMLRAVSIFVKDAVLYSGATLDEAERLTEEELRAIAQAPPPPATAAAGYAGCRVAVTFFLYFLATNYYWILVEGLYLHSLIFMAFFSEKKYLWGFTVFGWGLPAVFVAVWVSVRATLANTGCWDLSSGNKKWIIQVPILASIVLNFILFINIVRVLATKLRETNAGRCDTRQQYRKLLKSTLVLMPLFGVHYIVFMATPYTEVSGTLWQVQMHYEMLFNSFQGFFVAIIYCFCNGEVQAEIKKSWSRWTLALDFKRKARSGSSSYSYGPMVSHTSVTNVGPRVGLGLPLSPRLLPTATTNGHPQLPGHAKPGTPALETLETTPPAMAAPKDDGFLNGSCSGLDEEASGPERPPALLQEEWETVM
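HEK-293-derived GP2 cells expressing PTHR1 and a GloSensor cAMP reporter, 3,000/well, plated overnight, given luciferin plus IBMX (each 0.5 mM as added) for 1 h at 37 °C, then compound for 1 h at 37 °C. Luminescence was read after 15 min at room temperature.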
GLP1R cytotox = qHTS of GLP-1 Receptor Inverse Agonists: Cytotox Screen | HEK293 cAMP-luciferase reporter cells, luminescence, 24 h | Potency, µM (top dose mostly 38.3 µM), for the others: at the top dose activity change, negative = inhibition, hits mostly inhibitors | actives 0.13% (n = 410,000) | AID 624418, 2012;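 further: loss of luciferase light is scored as toxicity; potency means the concentration at half of the fitted maximal effect; on the % scale 0 is the no-effect control and ±100 the full control effect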
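A 23 nL compound transfer followed 12 hours of cell culture at 37 deg C; exposure then lasted 24 hr. Luciferase assay detection reagent was dispensed and plates read for luminescence after a 12 min room-temperature wait.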
Numbers without * were called inactive; i = inactive; ? = inconclusive; . = not tested or not shown; [ ] = dose if it differs, or a comment. Unless noted, the call rests on the fitted dose curve; in most records, active means well fitted curve in the direction sought with a large enough effect; inconclusive means small, poorly fitted or top-dose-only effect, or another doubt; inactive means no such curve, though single readings can be large; an effect the other way counts as inactive or inconclusive. An excerpt; the hit share may differ from the screen's.

SMILES	MmCpn inh	GLP-1R inv ag	Abeta rescue	TDP43 rescue	aSyn rescue	pAkt inh	FUS yeast rescue	PTHR1 agonist	GLP1R cytotox
COc1ccc(C2CC=C(C(C)=O)CN2S(=O)(=O)c2ccccc2)cc1 (stereo not given)	.	-7%	-6%	7%	9%	i	43%	i	1%
O=C(NC1=NCCS1)c1ccc(-c2ccc(Cl)cc2)o1	0%	?	-61%[inhibitor]	?	-19%	i	12%	-7%[57.5 µM]	3%
CN1CC(c2ccccc2)C(c2ccc(Cl)cc2)=N1 (stereo not given)	-1%	?	3%	9%	-12%	i	9%	i	13%[1.53 µM]
COc1ccc2cc(CCNC(=O)c3cc4ccccc4o3)c(=O)[nH]c2c1	-23%	-24%	10%	26%	-6%	i	9%	-19%	3%
CSc1ccc(CCNC(=O)C2CCCN(c3nn4c(=O)cc(C)nc4s3)C2)cc1 (stereo not given)	-1%	-10%	-6%	-8%	-6%	i	27%	?	4%
C=CCCC(=O)Nc1nc(C)c(-c2csc(Nc3cc(OC)ccc3OC)n2)s1	-12%	-24%	-12%	10%	0%	i	37%	?	-27%
Cc1cccc(N2CCN(c3nc4ccc(Cl)cc4n4cnnc34)CC2)c1C	2%	5%	11%	?	14%	i	-20%	-11%	7%
CC1CC(=O)C2=C(C1)Nc1nc3ccccc3n1C2c1cccnc1 (stereo not given)	-1%	9%	-6%	17%[9.22 µM]	-5%	i	-4%	-8%	7%
CCc1ccc(CN2CCC(C(=O)Nc3ccc(-n4nc(C)cc4C)cc3)CC2)o1	-3%	?	-4%	7%	11%	i	19%	-7%	-11%
Cc1ccc(-n2c(C)cc(/C=N/NC(=O)c3ccncc3)c2C)cc1	0%	2%	12%	-9%	5%	i	19%	-7%[57.5 µM]	-10%
COc1cccc(/C=N/Nc2nnc(C)n2N)c1OCc1ccccc1Cl	4%	8%	-27%	30%	-9%	i	.	i	-8%
CC(=O)c1cc(-c2ccc(F)cc2)n(CC(=O)NC(C)c2ccccc2)c1C (stereo not given)	.	-3%	-2%	-9%	.	.	0%	i	0%
Cc1c(CC(=O)NCCCCCC(=O)O)c(=O)oc2cc3c(cc12)CCC(C)(C)O3	-12%	-7%	-6%	-6%	1%	i	-10%	-4%	-5%
CCn1c(SCC(=O)Nc2ccc(Cl)cc2)nnc1C1CC1	0%	-13%	-11%	10%	-1%	i	-11%	-7%	15%
CC(=O)Nc1ccc(S(=O)(=O)N(C)C2CCN(C)CC2)cc1	2%	13%	10%	2%	-9%	i	-1%	i	8%
CC(=O)c1cnc2nc(C(F)(F)F)nn2c1C	-3%	-3%	11%	10%	3%	i	0%	i	0%
c1ccc(SCc2nc3ccccc3s2)nc1	1%	-15%	13%	24%	0%	i	0%	-21%	-4%
Cc1ccc(-c2nn(-c3ccccc3)cc2C=C2SC(=S)N(CCS(=O)(=O)O)C2=O)cc1	.	?	-28%	-30%[inhibitor]	15%	i	?	i	?
Cc1ccc(S(=O)(=O)N2CCOCC2)cc1C(=O)N1CCCCCC1	-4%	2%	-3%	-20%	6%	i	19%	-14%	8%
O=c1[nH]c2ccccc2n1C1CCCCC1	2%	1%	4%	?	4%	i	.	i	-5%

Single entries from the entries so far:
aSyn rescue, CN1CC(c2ccccc2)C(c2ccc(Cl)cc2)=N1 (stereo not given) reads -12%
GLP1R cytotox, O=c1[nH]c2ccccc2n1C1CCCCC1 reads -5%
MmCpn inh, CCc1ccc(CN2CCC(C(=O)Nc3ccc(-n4nc(C)cc4C)cc3)CC2)o1 reads -3%
MmCpn inh, COc1cccc(/C=N/Nc2nnc(C)n2N)c1OCc1ccccc1Cl reads 4%
TDP43 rescue, Cc1ccc(-c2nn(-c3ccccc3)cc2C=C2SC(=S)N(CCS(=O)(=O)O)C2=O)cc1 reads -30%[inhibitor]
FUS yeast rescue, CCn1c(SCC(=O)Nc2ccc(Cl)cc2)nnc1C1CC1 reads -11%

Among those listed so far, these contain fluorine:
SMILES	MmCpn inh	GLP-1R inv ag	Abeta rescue	TDP43 rescue	aSyn rescue	pAkt inh	FUS yeast rescue	PTHR1 agonist	GLP1R cytotox
CC(=O)c1cc(-c2ccc(F)cc2)n(CC(=O)NC(C)c2ccccc2)c1C (stereo not given)	.	-3%	-2%	-9%	.	.	0%	i	0%
CC(=O)c1cnc2nc(C(F)(F)F)nn2c1C	-3%	-3%	11%	10%	3%	i	0%	i	0%

Quoted at random: two records from the list.
SMILES	MmCpn inh	GLP-1R inv ag	Abeta rescue	TDP43 rescue	aSyn rescue	pAkt inh	FUS yeast rescue	PTHR1 agonist	GLP1R cytotox
CSc1ccc(CCNC(=O)C2CCCN(c3nn4c(=O)cc(C)nc4s3)C2)cc1 (stereo not given)	-1%	-10%	-6%	-8%	-6%	i	27%	?	4%
CC1CC(=O)C2=C(C1)Nc1nc3ccccc3n1C2c1cccnc1 (stereo not given)	-1%	9%	-6%	17%[9.22 µM]	-5%	i	-4%	-8%	7%

The results go on:
SMILES	MmCpn inh	GLP-1R inv ag	Abeta rescue	TDP43 rescue	aSyn rescue	pAkt inh	FUS yeast rescue	PTHR1 agonist	GLP1R cytotox
C=CCOc1ccc(/C=C/C(=O)OCC(=O)Nc2c(C)n(C)n(-c3ccccc3)c2=O)cc1	0%	?	-6%	3%	0%	i	11%	i	-5%
CC(C)c1nc(SCC(=O)N2CCc3ccccc32)n[nH]1	0%	13%	5%	10%[9.22 µM]	3%	i	0%	i	4%
CC1CCCCC1NC(=O)COC(=O)CN1C(=O)c2ccccc2C1=O (stereo not given)	1%	16%	20%	0%	0%	i	-2%	-29%	-23%
COc1cccc(OC)c1OCCCCN1CCC(Cc2ccccc2)CC1	-3%	?	4%	-13%	0%	i	3%	-17%	-8%
Cc1nc(-c2ccccc2)sc1C(=O)NN	-1%	-19%	-24%	8%	-9%	i	-2%	-3%	-18%
COc1ccc(NC(=O)CSc2nnc(-c3ccccc3)n2Cc2ccco2)c(OC)c1	-1%	-18%	-2%	13%	15%	i	9%	i	-2%
O=C(Nc1ccc(N2CCN(C(=O)c3ccccc3)CC2)cc1)c1cc([N+](=O)[O-])ccc1N1CCOCC1	-4%	4%	19%	-8%	1%	i	35µM*	1%	0%
Cc1cc(NC(=O)COc2ccc3c(C)c(C)c(=O)oc3c2)no1	.	11%	13%	4%	-1%	i	-19%	i	4%
COc1ccc(/C=N/NC(=O)C2c3ccccc3Oc3ccccc32)c(OC)c1	2%	16%	-1%	-7%	-9%	i	10%	6%	-15%
NS(=O)(=O)c1ccc(S(=O)(=O)N(Cc2ccccc2F)CC2CCCO2)cc1 (stereo not given)	0%	12%	12%	-24%	2%	i	-3%	i	35%[activator]
COc1ccc(C2/C(=C(\O)c3cccc(OC)c3)C(=O)C(=O)N2c2ccccn2)cc1 (stereo not given)	-9%	-21%	15%	-14%	-2%	i	30%	i	-16%
Cc1ccc(S(=O)(=O)NC2CC(=O)N(c3ccc4c(c3)OCCO4)C2)cc1 (stereo not given)	-2%	-1%	6%	18%	6%	i	8%	i	16%
COC(=O)c1cc(COc2ccc3oc(C)c(C(=O)OC)c3c2)c(C)o1	-11%	0%	22%	2%	-6%	i	29%	i	8%
O=C(c1ccc(Cl)cc1)C1CCN(C(=O)C2CC2)CC1	0%	-18%	12%	?	10%	i	-8%	-5%	4%
CCNS(=O)(=O)c1ccc(NC(=O)c2cncc(Br)c2)cc1	-1%	-3%	2%	0%	-2%	i	-13%	-2%	-2%
Cc1ccc(OCC(=O)NCCS(=O)(=O)N2CCN(c3ccccc3)CC2)cc1	-1%	-22%	7%	2%	0%	i	-1%	9%	-1%
C/C(=N\Nc1cccc(C(=O)O)c1)c1cc2ccccc2o1	2%	28%	-64%[inhibitor]	?	-33%[inhibitor]	i	12%	i	-1%
CN(C)c1ccc(NC(=O)c2ccncc2)c2ccccc12	-1%	0%	1%	22%	2%	i	8%	-6%[57.5 µM]	-2%
Cc1ccc(C)c(NC(=O)CN(C)C(=O)CCN2C(=O)c3ccccc3C2=O)c1	-4%	-1%	0%	3%	-12%	i	-7%	-7%	-15%
CCCCN1C[C@H](CO)Oc2cccc(F)c2S1(=O)=O	.	6%	-6%	2%	1%	i	-10%	24%	2%
CCC(CC)C(=O)OCC(=O)C1(O)CCC2C3CCC4=CC(=O)CCC4(C)C3C(O)CC21C (stereo not given)	.	?	-11%	-9%	1%	i	26%	-16%	-4%
COc1cccc(CNC(=O)CCC2CCCN(C(=O)c3cccc4c(C)c(C)[nH]c34)C2)c1 (stereo not given)	-1%	?	3%	-6%	-3%	i	?	-45%	3%
O=C(CC1SCCNC1=O)Nc1cccc(Cl)c1 (stereo not given)	1%	0%	7%	-8%	-6%	i	0%	-22%[57.5 µM]	20%
